Rin1 Abl inh: human Rin1-Abl interaction inhibition. inhibition, % at 7.35 µM. TR-FRET Rin1/Abl binding, biochemical. AID 588664. 360,000 compounds, 0.4% hits. P00519+Q13671; in the data active = inhibition above about 5%, passing the limit was not always enough
MT1-MMP act inh: inhibitors of human MT1-MMP activation. 360,000 compounds, 0.061% hits. HT1080 RFP-PRO-GFP cells, GFP/RFP ratio fluorescence, overnight; percent of plate control window, DMSO zero. GFP/RFP ratio change, % at 20 µM;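 active = GFP/RFP ratio change of at least 30% with cell ATP level not reduced by more than half and red fluorescence within 50% of control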; also: strong numbers were not always called active
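Compound: 20 µM single dose, 1% DMSO / System: HT1080 RFP-PRO-GFP cells / Controls: DMSO and RFP-L50D-GFP cell wells / Read-out basis: GFP/RFP fluorescence ratio / Schedule: overnight compound exposure at 37 °C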
Rpn11 inh: blocks the human proteasome subunit Rpn11; 360,000 compounds, 0.59% hits; AID 588493; calls only at 20 µM; human 26S proteasome, Ub4-pepOG fluorescence polarization; 20S core pre-blocked with epoxomicin;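 active = inhibition at 20 µM, scaled to each plate's controls, above about 33%, limit read from the data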
MLLE-PAM2 inh: blocks PAM2 peptide binding to the PABP1 MLLE domain; P11940; GST-MLLE / FITC-PAM2 fluorescence polarization; inhibition, % at 20 µM; 360,000 compounds, 0.36% hits; in the data active = inhibition above about 35%, passing the limit was not always enough;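 also: plate controls were DMSO wells with GST-MLLE for no effect and wells lacking GST-MLLE protein for full effect; some results filed as inactive read as strong as hits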
bovine MsrA act: bovine methionine sulfoxide reductase A activation; purified bovine MsrA, absorbance read-out; activation, % at 10.6 µM; 360,000 compounds, 0.3% hits; AID 602163; in the data active = activation above about 7.5%;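 also: 0% = vehicle and 100% = reference activator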
MsrA inhibitor: inhibitors of bovine MsrA. purified bovine MsrA, absorbance read-out. inhibition, % at 15.5 µM. 360,000 compounds, 0.75% hits; in the data active = inhibition above about 4.5%;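 also: 0% = vehicle wells with enzyme and 100% = reference inhibitor wells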
FAS TE block: FAS thioesterase (human) inhibition; recombinant FAS-TE, OMFH fluorogenic substrate, fluorescence endpoint; inhibition, % at 15 µM; 360,000 compounds, 0.67% hits; AID 602261;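 active = compounds whose normalised, plate-corrected inhibition of enzyme fluorescence in the single-dose primary screen is 50% or more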;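 also: 0% = DMSO with enzyme and 100% = substrate without enzyme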
E coli Lon inh: inhibitors of E. coli Lon protease. inhibition, % at 7.94 µM. purified E. coli Lon protease, fluorescence polarization. 360,000 compounds, 0.42% hits. P0A9M0; in the data active = inhibition above about 13%, passing the limit was not always enough;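 also: 0% = enzyme with probe and DMSO and 100% = no enzyme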
CSN inh: inhibitors of human CSN-mediated cullin deneddylation. Q92905. Purified CSN, SCF-Nedd8-OG deneddylation, fluorescence polarization. inhibition, % at 12.5 µM. 360,000 compounds, 0.38% hits;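 active = pattern-corrected inhibition above about 35%, with an unprinted fluorescence ratio check between 0.5 and 1.5, limit read from the data, passing the limit was not always enough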;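 also: 0% = enzyme with substrate and 100% = substrate without enzyme; some results filed as inactive read as strong as hits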
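Assay system: purified human Csn5 enzyme expressed in HEK293T cells; measure: % inhibition; also added: SCFSkp2-Nedd8OG substrate at 10 nM final; technique: fluorescence polarization; times: reaction 90 min, room temperature; medium: Tris buffer pH 7.5, NaCl, DTT, Tween-20, trehalose, ovalbumin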
Active calls of the source: *; i = inactive; . = not tested or not shown. An unsorted share of the library; overall some 3.7% were active at least once.

The line under a structure holds: Rpn11 inh, CSN inh, MsrA inhibitor, E coli Lon inh, bovine MsrA act, MT1-MMP act inh, Rin1 Abl inh, FAS TE block, MLLE-PAM2 inh
CC(C)(C)c1ccc(-c2nc(C#N)c(N3CCC(C(N)=O)CC3)o2)cc1
 : i, 4.6, 0.7, 11.6, -6.9, -1.0, -0.2, -1.0, -0.9
COc1ccc(C(=O)c2coc3ccc(O)cc23)cc1
 : i, 0.1, -0.3, 0.6, -3.1, 1.6, -3.1, 5.5, 8.5
CCOC(=O)Cc1csc(NC(=O)c2cccc(Cl)c2)n1
 : i, -1.9, 0.4, 14.4, -4.6, 2.7, 2.0, -0.8, 7.1
O=C(NCCC1=CCCCC1)C1CCN(Cc2cnn(-c3ccccc3)c2-n2cccc2)CC1
 : i, -4.8, 0.0, -2.5, 0.9, 0.8, 4.7, -2.9, -1.1
O=C(NCCCl)Nc1ncn[nH]1
 : i, 4.2, 0.5, -2.3, -2.3, -4.5, 4.6, -2.8, 0.3
O=S1(=O)CC(N2CCN(CC3CC3)CC2)CN1C1CCCC1 (stereo not given)
 : i, 1.4, 1.2, -1.9, -5.2, -1.6, 1.3, -1.5, -3.5
CCCCNC(=O)NS(=O)(=O)c1ccc(NS(=O)(=O)c2ccccc2)cc1
 : i, 1.7, -0.7, 3.1, -0.7, -2.9, -0.4, -8.0, -8.9
Cn1cc(P(=O)(N2CCOCC2)N2CCOCC2)cc1P(=S)(N1CCOCC1)N1CCOCC1
 : i, 0.1, -0.6, 6.4, -2.7, 3.1, 0.8, -2.3, 34.6
O=C(NCc1cccnc1)c1ccc(S(=O)(=O)N2CCCCCC2)cc1
 : i, -1.0, -1.9, 5.2, -5.4, 2.6, 1.5, -4.0, 11.8
CN(C)c1ccc(C(=O)c2ccccc2C(=O)O)c(O)c1
 : i, 2.6, 6.4*, -6.6, -8.1, -5.7, 0.5, 0.2, -19.4
Cc1ccc(CNC(=O)C2(C)Oc3ccccc3NC2=O)cc1 (stereo not given)
 : i, -2.1, -1.4, 3.0, -12.2, 4.9, 3.9, -12.4, -10.6
COc1ccc(NC(=S)N/N=C/c2cccn2Cc2ccc(F)cc2)cc1
 : i, 3.9, 3.2, -7.4, -2.4, 3.1, -3.2, 3.6, 17.9
COc1cc(C)c(CN2CCC(Oc3ccc(C(=O)N4CCCC4)cc3)CC2)cc1C
 : i, -0.8, -1.1, 11.8, 0.4, 1.8, 1.4, -2.8, -1.7
CN(C)CCCOc1ccc(-c2cc3nc(NCc4cccnc4)n(C)c(=O)c3s2)cn1
 : i, -0.9, 0.6, -7.6, -2.4, 4.8, -4.5, -7.8, -1.8
COc1cc(Oc2nc(C(F)(F)F)nc3ccccc23)ccc1C=O
 : i, 1.8, -1.1, -1.3, -4.4, -0.4, -1.2, 13.6, 2.1
Cc1noc(NS(=O)(=O)c2ccc(NC(=O)c3ccc(Cl)c(S(=O)(=O)N(C)c4ccccc4)c3)cc2)c1C
 : i, 1.4, -0.5, 6.8, -1.1, 3.3, 4.8, -2.2, 4.8
CCOc1ccc(NS(=O)(=O)c2ccc3c(c2)N(C(C)=O)CCS3)cc1
 : i, -1.5, -0.2, -4.1, -1.3, 0.0, 0.1, 0.7, -0.4
C=CCNC(=O)c1onc(CSc2cccc(Cl)c2)c1C(=O)O
 : i, 1.3, 0.0, -8.3, 1.3, -2.2, 2.0, -6.7, 11.8
CC(C)[C@H](N)C(=O)N1CCC(C(=O)N[C@@H](Cc2ccccc2)C(=O)NCc2ccc(F)cc2)CC1
 : i, -1.9, 1.1, -0.4, -4.6, 0.3, 0.0, -4.0, -2.9
COc1ccc(Cc2nnc(NC(=O)c3ccc(OC(C)=O)cc3)s2)cc1OC
 : i, 1.4, 1.3, -9.5, -7.4, -1.0, -1.7, 2.3, -9.1
CCN(CC)Cc1c(O)ccc2c(=O)c(-c3ccccc3)coc12
 : i, -1.7, 2.3, -1.3, -1.4, -1.7, -0.9, -2.4, 4.7
COc1ccc(CNC(=O)CN2C(=O)NC(c3ccccc3)(c3ccccc3)C2=O)cc1
 : i, 2.6, 0.3, 4.1, -3.1, -6.1, 2.6, 2.8, -0.5
C=CCNC(=O)c1scc2c1CCCC2
 : i, 0.9, 0.0, 2.2, -2.5, 0.3, 1.0, -6.5, -2.1
CCn1c(=O)n(CC(=O)Nc2ccc(F)cc2)c(=O)c2ccccc21
 : i, 7.6, -0.1, -7.2, -5.9, 2.4, 2.8, -3.4, 20.5
Cc1cc2n(c(=O)c1C#N)CCCN2c1ccccc1
 : i, -0.1, 6.1*, -2.5, -13.7, -5.3, -4.7, -9.4, -8.5
COc1cccc(C2=NOC(C(=O)Nc3cc(C)on3)C2)c1 (stereo not given)
 : i, -0.7, -0.1, -11.9, -4.5, 1.9, -0.9, -4.6, -6.1
COc1ccccc1Oc1ccc(-c2cnc3ccccc3n2)cc1[N+](=O)[O-]
 : i, -3.9, 0.2, 2.6, -1.6, -3.3, 0.8, 29.0, -22.9
CN(c1ccccc1)S(=O)(=O)c1cccc(C(=O)OCC(=O)NCc2ccc3c(c2)OCO3)c1
 : i, -16.2, 0.4, -6.6, -12.5, 3.9, -1.2, 20.9, -6.3
COc1ccc(N2CCN(C(c3nnnn3C3CCCC3)C(C)C)CC2)cc1 (stereo not given)
 : i, -2.2, -0.2, -2.0, 8.9*, -2.1, 0.4, 12.3, -12.3
C[N+]1(CCC(=O)c2ccccc2)CCCCC1
 : i, -6.3, 0.7, 0.1, 6.0, -3.9, 0.9, -11.2, -103.7
COc1ccc(-c2ccc3c(c2)S(=O)(=O)c2cccc(C(=O)NCc4ccccc4Cl)c2C3=O)cc1OC
 : i, 14.1, -0.4, -21.9, -1.3, 3.8, 0.1, -9.7, 8.8
COc1ccc(C(=O)NC(C)c2nnc(SCc3ccc(Cl)c(Cl)c3)n2C)cc1 (stereo not given)
 : i, -4.6, -0.6, -3.0, -4.4, -4.1, 1.3, 4.0, -99.6
CC(C)CC(c1nnnn1Cc1ccccc1)N1CCC(C(N)=O)CC1 (stereo not given)
 : i, -0.1, -0.4, -2.6, -3.3, -4.2, -1.6, -4.9, 0.6
Cc1cc(C)n2nc(SCC(=O)Nc3ccc(O)cc3)nc2n1
 : i, 0.0, 0.0, 8.3, -4.4, 0.0, 2.3, -6.6, -14.4
C[C@H](CO)N1C[C@H](C)[C@@H](CN(C)C)Oc2c(NC(=O)c3ccncc3)cccc2C1=O
 : i, -0.1, 0.4, -12.6, -1.8, 3.8, -0.7, -3.5, -4.0
N#Cc1cc2c(nc1SCC(=O)N1CCCCC1)CCCC2
 : i, -2.6, -1.0, -2.4, -3.5, -6.8, -0.4, 2.3, -2.7
COc1ccc(-n2cc(-c3ccccc3)c3c(=S)nc[nH]c32)cc1
 : i, 0.6, 1.1, 8.8, -6.2, 2.9, -4.4, 4.8, 31.3
CCC(C)NC(=O)CCNS(=O)(=O)c1ccc(Br)cc1 (stereo not given)
 : i, -3.2, 0.4, 4.9, -3.1, 2.2, -0.3, -3.9, 0.1
CCNC(=S)N1CCC(NC(=O)C2CCCCC2)CC1
 : i, 3.4, 0.3, 16.1, -0.3, -0.4, 0.1, -6.3, -83.2
CC[C@H](C)[C@H]1CNC(=S)N1CC1CCN(CCCC2CCCC2)CC1
 : i, -2.0, -0.2, 3.5, 0.5, 3.2, 0.2, -8.0, -45.9
COc1ccc(C(=O)/C=C/c2ccccc2)c(OC)c1
 : i, 12.6, 1.2, -10.2, -3.1, 3.3, -4.6, -0.9, -22.2
C[C@@H]1CN([C@H](C)CO)S(=O)(=O)c2ccc(C3=CCCCC3)cc2O[C@H]1CN(C)C(=O)Cc1cccnc1
 : i, -0.8, 0.8, 0.1, -0.1, -2.7, 2.0, 1.7, -1.8
O=C(CSc1nc2ccccc2c(=O)n1-c1ccc(F)c(Cl)c1)Nc1cccc(S(=O)(=O)N2CCOCC2)c1
 : i, -9.1, 1.2, 7.6, -0.3, -0.3, -3.3, 78.5*, -35.5
COc1ccc2cc(S(=O)(=O)N3CCCCCC3)ccc2c1
 : i, -1.3, -1.5, 3.0, -2.5, 3.5, 0.1, 23.8, -5.3
Cc1ccc(OCC(=O)NCCNC(=O)c2ccco2)cc1C
 : i, 2.2, 0.5, 3.1, -2.6, 3.6, -0.1, -1.5, -6.8
Cc1nn(CC(=O)N2CCN(C34CC5CC(CC(C5)C3)C4)CC2)c(C)c1[N+](=O)[O-]
 : i, 5.7, 0.2, -10.2, 0.6, -2.4, -3.8, -5.2, 6.1
CCCn1c(-c2cccc(F)c2)nc2c1c(=O)[nH]c(=O)n2Cc1ccccc1
 : i, -1.3, 1.3, 10.6, -1.0, 3.3, 3.3, 1.0, 7.2
CCCC(NCC(=O)Nc1cc(S(=O)(=O)N2CCOCC2)ccc1OC)c1ccccc1 (stereo not given)
 : i, -3.2, -0.2, -5.4, -6.4, 5.8, 5.0, 19.8, 12.5
CCc1nc2ccccc2nc1N1CCN(S(=O)(=O)c2ccc(Cl)cc2)CC1
 : i, 2.7, 0.2, -5.0, -0.7, 0.3, -5.1, 32.5, 24.9
O=C(Cn1ncc2c(=O)oc3ccccc3c21)N(Cc1ccco1)C1CCCCC1
 : i, 3.7, -0.9, 4.2, -2.2, 4.0, 0.1, 8.7, -15.4
O=C1c2cccc3cccc(c23)C(=O)N1CC1CCN(CC(O)COCc2ccc3c(c2)OCO3)CC1 (stereo not given)
 : i, -4.2, 0.8, -2.2, -4.7, 0.0, -12.0, -10.2, -2.9
O=C(NC(=S)N(CCc1ccccc1)CCc1ccccc1)c1ccco1
 : i, 1.2, -0.6, -3.5, -5.5, 3.2, 0.2, 14.5, 35.2
CC(C)NC(=O)NC(=O)CN1C(=O)NC(Cc2c[nH]c3ccccc23)C1=O (stereo not given)
 : i, 2.3, 0.6, 3.8, -4.0, 0.2, 1.4, -3.3, -5.3
CCOC(=O)C(CCCCCCC(NC(C)=O)(C(=O)OCC)C(=O)OCC)(NC(C)=O)C(=O)OCC
 : i, -0.9, 0.6, 6.7, -8.2, -5.2, 0.1, -1.7, -9.6
CC(=O)Nc1ccc(NC(=O)C/C(C)=N/NC(=O)C(=O)Nc2ccc(C)c(Cl)c2)cc1
 : i, 6.1, -0.8, 0.2, -3.2, -1.5, 0.6, 2.0, 1.3
CN(C)c1nc(OCCNC(=O)COc2ccc(Cl)cc2Cl)nc(N2CCOCC2)n1
 : i, 4.5, -0.7, -3.2, -0.4, -5.1, -1.9, -1.5, 2.8
CCC1CCCCN1CCCNC(=O)Cn1c2ccccc2c2nc(=O)cc(C)n21 (stereo not given)
 : i, 0.5, -0.2, -5.8, 0.0, 2.5, 2.1, -2.6, -1.7
CCNC(=O)C1CCCN(Cc2ccc(C)c3ccccc23)CC1 (stereo not given)
 : i, 0.5, ., -7.6, -1.7, 3.7, -2.2, -5.8, 5.0
CN(CCC#N)C(=S)Nc1ccc(F)cc1
 : i, -5.6, -0.5, 1.4, -1.9, 1.0, -5.5, -4.7, -0.3
Cc1ccc(C(=O)CSc2nnc(CNc3ccc(C)cc3C)o2)cc1
 : i, -4.7, -0.3, -4.7, -2.6, -1.3, 1.0, -4.7, -20.5

Entries of single compounds as entered above. Values in the order: Rpn11 inh, CSN inh, MsrA inhibitor, E coli Lon inh, bovine MsrA act, MT1-MMP act inh, Rin1 Abl inh, FAS TE block, MLLE-PAM2 inh
COc1ccc(Cc2nnc(NC(=O)c3ccc(OC(C)=O)cc3)s2)cc1OC is listed with i, 1.4, 1.3, -9.5, -7.4, -1.0, -1.7, 2.3, -9.1
Cc1cc2n(c(=O)c1C#N)CCCN2c1ccccc1 is listed with i, -0.1, 6.1*, -2.5, -13.7, -5.3, -4.7, -9.4, -8.5

Source: PubChem BioAssay
